High-throughput results deposited in PubChem by National Center for Advancing Translational Sciences (NCATS).
Sm TGR inh: inhibitors of Schistosoma mansoni thioredoxin glutathione reductase | 360,000 tested, 3% active | purified TGR, DTNB reduction, TNB absorbance 405 nm | Potency, µM (top dose mostly 114 µM), inactives show top-dose activity change, negative = inhibition, usual class: inhibitors | Q962Y6; also: potency is read from the fitted curve at half-maximal effect; nearly all actives have a fitted effect of over 60% in size
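TGR 20 nM + NADPH 100 uM (dispensed conc.), cpd preinc 15 min RT; start with NADPH (500 uM addition) then DTNB (15 mM addition). Kinetic TNB absorbance, 405 nm filter. Four-parameter Hill fit across titration.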
Tb PYK inh: blocks Trypanosoma brucei pyruvate kinase. AID 624173. 410,000 tested, 0.12% active. Potency, µM (titrated, usually from 76.8 µM), without a hit: at the top dose activity, negative = inhibition, usual class: inhibitors. TbPYK enzyme, Kinase-Glo Plus ATP luminescence, 45 min. Q57TT1; also: potency is read from the fitted curve at half-maximal effect; nearly all actives have a fitted effect of over 50% in size
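Screened from lowest to highest concentration, compounds were pinned into TbPYK/substrate mixtures, and ADP (130 uM final) was added. Plates sat at room temperature for 45 min prior to Kinase-Glo Plus detection by luminescence.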
HCMV antiviral: human cytomegalovirus inhibition | HFF cells, HCMV-luciferase reporter, 72 h; stronger effect = lower value | activity change, negative = inhibition, % at 57.5 µM | 410,000 tested, 4.5% active | AID 1259415; in the data active = activity change below about -60%; inconclusive = no clear call, values can overlap the other calls; inactive = above about -39%
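Two-dose cell screen: HFF monolayers treated with compounds and infected with luciferase-expressing HCMV at 1 PFU/cell, 72 h at 37C, then lysed for luciferase measurement.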
AMA1-RON2 inh: inhibitors of Plasmodium falciparum AMA1-RON2 interaction; Potency, µM (series often up to 58.2 µM), without a hit: top-dose activity change, negative = inhibition, most hits filed as inhibitors; AlphaScreen AMA1-biotinylated RON2 peptide binding; AID 720542; 360,000 tested, 0.2% active;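 also: potency is read from the fitted curve at half-maximal effect; 0% = vehicle wells and -100% = peptide control; nearly all actives have a fitted effect of over 45% in size; some results filed as inactive show a strong effect at the top dose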
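AMA1 (3D7) with his tag at 25 nM final met compounds first, then biotinylated RON2 peptide at 25 nM; detection used donor plus acceptor beads, 10 µg/mL apiece, read by AlphaScreen after 30 min at room temperature.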
AmpC inh no detg: AmpC beta-lactamase inhibition without detergent; P00811; AmpC nitrocefin hydrolysis, absorbance 480 nm, 0.0001% Triton; 330,000 tested, 0.52% active; Potency, µM (doses to about 57.1 µM), for the others: at the top dose activity change, negative = inhibition, most hits filed as inhibitors;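 also: potency is read from the fitted curve at half-maximal effect; plate controls were no compound for no effect and no enzyme for full effect; nearly all actives have a fitted effect of over 20% in size; some results filed as inactive show a strong effect at the top dose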
Target sequence (P00811 whole entry, looked up): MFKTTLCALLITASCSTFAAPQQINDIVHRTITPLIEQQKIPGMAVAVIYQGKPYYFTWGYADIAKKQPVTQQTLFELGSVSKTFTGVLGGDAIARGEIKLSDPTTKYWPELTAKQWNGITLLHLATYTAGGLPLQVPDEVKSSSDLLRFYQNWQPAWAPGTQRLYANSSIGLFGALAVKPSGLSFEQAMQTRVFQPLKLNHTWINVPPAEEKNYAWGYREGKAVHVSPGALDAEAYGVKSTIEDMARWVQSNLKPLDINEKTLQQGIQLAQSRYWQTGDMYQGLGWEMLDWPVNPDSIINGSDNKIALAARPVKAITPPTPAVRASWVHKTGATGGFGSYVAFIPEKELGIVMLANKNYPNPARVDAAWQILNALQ
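20 mM phosphate pH 7.0 + 0.01% (detergent screen) or 0.0001% Triton X-100; 5.3 nM AmpC reagent; cpd preinc 15 min RT; nitrocefin (800 uM stock) to start; A480 q20 s × 4 min; Activity was normalised to no-enzyme and no-compound control wells.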
AmpC detergent: blocks E. coli AmpC beta-lactamase in detergent assay; AmpC hydrolysis of nitrocefin, absorbance 480 nm, 0.01% Triton; 370,000 tested, 0.041% active; Potency, µM (series often up to 114 µM), for the others: at the top dose activity change, negative = inhibition, actives largely listed as inhibitors; P00811;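 also: potency is read from the fitted curve at half-maximal effect; 0% = no-compound wells and -100% = no-enzyme wells; nearly all actives have a fitted effect of over 25% in size; some results filed as inactive show a strong effect at the top dose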
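20 mM phosphate pH 7.0 + 0.01% (detergent screen) or 0.0001% Triton X-100; 5.3 nM AmpC reagent; cpd preinc 15 min RT; nitrocefin (800 uM stock) to start; A480 q20 s × 4 min; Activity was normalised to no-enzyme and no-compound control wells.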
LmPK inhibitor: blocks Leishmania mexicana pyruvate kinase activity. 290,000 tested, 0.37% active. Q27686. AID 1721. purified LmPK, Kinase-Glo ATP luminescence, 1 h. Potency, µM (series often up to 57.5 µM), for inactives: at the highest dose activity change, negative = inhibition, hits mostly inhibitors; also: potency is read from the fitted curve at half-maximal effect
Target sequence (Q27686 whole entry, looked up): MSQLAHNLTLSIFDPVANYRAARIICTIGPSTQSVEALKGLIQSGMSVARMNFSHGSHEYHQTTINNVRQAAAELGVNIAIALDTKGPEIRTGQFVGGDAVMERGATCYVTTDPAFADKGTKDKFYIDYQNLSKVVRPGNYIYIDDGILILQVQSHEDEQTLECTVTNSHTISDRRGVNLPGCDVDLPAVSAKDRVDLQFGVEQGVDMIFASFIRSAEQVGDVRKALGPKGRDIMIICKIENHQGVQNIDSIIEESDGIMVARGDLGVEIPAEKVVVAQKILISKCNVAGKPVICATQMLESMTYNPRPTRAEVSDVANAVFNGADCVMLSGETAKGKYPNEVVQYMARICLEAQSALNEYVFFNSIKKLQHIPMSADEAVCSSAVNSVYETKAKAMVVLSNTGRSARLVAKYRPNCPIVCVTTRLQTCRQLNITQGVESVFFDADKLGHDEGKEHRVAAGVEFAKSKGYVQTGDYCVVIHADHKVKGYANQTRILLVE
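Kinase-Glo luminescence read after 1 h RT reaction of 0.1 nM LmPK with 0.5 mM PEP and 0.1 mM ADP. Activity scaled between uninhibited and enzyme-free controls.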
Numbers without * were called inactive; ? = inconclusive; · = not tested or not shown; [ ] = dose if it differs, or a comment. Unless noted, calls follow the shape of the dose curve; as a rule, active = well fitted curve in the direction sought with a large enough effect; inconclusive = small, poorly fitted or top-dose-only effect, or another doubt; inactive = no such curve, though single readings can be large; an effect the other way counts as inactive or inconclusive. Unless noted, % is scaled to controls: 0 for no effect and ±100 for the full control effect.

SMILES | Sm TGR inh | Tb PYK inh | HCMV antiviral | AMA1-RON2 inh | AmpC inh no detg | AmpC detergent | LmPK inhibitor
CC(C#N)(NC(=O)CN1CCN(S(=O)(=O)c2ccc(Br)cc2Cl)CC1)C1CC1 (stereo unspecified) | -12% | -4% | -18 | 0% | 80%[activator] | -4% | ·
CNc1nc(-c2ccccc2)c2sccc2n1 | · | -17% | 29 | 48%[activator] | · | · | ·
COc1ccc(S(=O)(=O)Nc2ccc3c(c2)C(=O)N([C@H](C)CO)C[C@H](C)[C@@H](CN(C)S(=O)(=O)c2ccc(F)cc2)O3)cc1 | · | -1% | -3 | 11% | 194%[activator] | · | ·
CC1(C(=O)N(CC(=O)NC2CCCC2)Cc2ccc(Cl)cc2)CC(=O)N=C2C=CC=CN21 (stereo unspecified) | -10% | 3% | -28 | 8% | -6% | 3% | 4%
CCOC(=O)/C=C1\SCC(=O)N1CC(=O)Nc1ccc(C(C)C)cc1 | 1% | -1% | -4 | 0% | 13% | -9% | 9%
CCCc1cc(C(=O)N2CCCC(Nc3ccc(C)c(C)c3)C2)n(C)n1 (stereo unspecified) | -14% | -10% | -28 | ? | 117%[activator] | ? | 0%
C/C(=N\OCC(=O)Nc1c(C)cc(C)cc1C)c1ccc2c(c1)OCCO2 | -9% | -8% | -3 | 10%[11.6 µM] | -11% | -4% | -1%
Cc1nc2cc(NC(=O)N3CCC(c4ccccc4)C3)ccc2n1C (stereo unspecified) | 8% | -9% | 43 | -4% | -11% | ? | -2%
N#Cc1ccc(-c2ccc(F)cc2)nc1Sc1ccccc1 | 5% | 8% | 9 | 8% | -15% | 3% | 2%
COc1ccc(CCC(=O)NCc2ccco2)cc1 | 56µM* | -19% | 25 | 10% | -36% | -14% | 3%
CN(c1ccccc1C(=O)N1CCN(c2ccccc2F)CC1)S(=O)(=O)c1ccccc1 | -1% | 3% | -10 | 1% | 140%[activator] | -3% | 2%
Cc1c(C(=O)CN2CCCC(C)(C)C2)c2ccccc2n1C | ? | -5% | -15 | -3% | -3% | -17% | 4%
CCN(CC(=O)Nc1c(F)cccc1F)C(=O)CNC(=O)c1ccc(Br)o1 | -3% | 2% | -20 | -11% | -1% | -1% | ·
COc1ccc2c(c1)-c1nc(/N=C/c3c(O)ccc4ccccc34)sc1CC2 | ? | -11% | 18 | -5% | -20% | -8% | -7%
NS(=O)(=O)c1ccc(CCNC(=O)c2ccccc2Cc2ccccc2)cc1 | 0% | 4% | -61* | 10% | -59% | -1% | -1%
CCOc1ccc(CC(=O)NCc2ccc3c(c2)CCN3C(=O)c2ccc(F)cc2)cc1OCC | -3% | 1% | -9 | · | · | 0% | ·
O=C(C1CCN(S(=O)(=O)c2cccc3nsnc23)CC1)N1CCc2ccccc21 | 15% | -6% | -13 | 15% | -20% | -2% | -1%
Cc1nn(CCc2nn[nH]n2)c2nc(C(F)(F)F)cc(C(F)(F)F)c12 | 0% | -16% | 11 | 6% | -4% | -12% | 0%
CCc1ccc(CN(C)CC(=O)Nc2ccc3c(c2)CCC3)cc1 | 3% | 12% | -24 | 12% | 45% | 0% | 14%
COc1ccc(CC(=O)N/N=C/c2cc(Br)cs2)cc1OC | -21% | -6% | 10 | -4% | -7% | ? | 12%
Cc1nn(-c2ccccc2)c(Cl)c1C(=O)N(C)CC(=O)Nc1cccc(F)c1 | -2% | 2% | -19 | -9% | 3% | ? | ·
COCCNc1ccnc2c(Cl)cccc12 | 4% | 2% | ? | -4% | -4% | -11% | -2%
O=[N+]([O-])c1ccc(-c2nc(NCC3CCCO3)c3ccccc3n2)cc1 (stereo unspecified) | 6% | 0% | -14 | -29% | -5% | -2% | 3%
Cc1ccc(C(=O)OCC(=O)NC2CC2)s1 | · | -5% | 32 | -2% | -15% | · | ·
COc1ccc(N2CCN(C(=O)CNC(=O)c3ccc(Br)o3)CC2)cc1 | 3% | 2% | · | 12% | -1% | 6% | 0%

Additional entries
SMILES | Sm TGR inh | Tb PYK inh | HCMV antiviral | AMA1-RON2 inh | AmpC inh no detg | AmpC detergent | LmPK inhibitor
COc1cccc(CNC(=O)CN(C)S(=O)(=O)c2ccc(Br)s2)c1 | -4% | -7% | 13 | 41%[activator] | -18% | ? | -5%
Cc1nc(SCC(=O)NC(C)(C#N)C2CC2)c2c(-c3cccs3)csc2n1 (stereo unspecified) | 0% | -2% | -29 | 16% | -28% | -15% | 0%
COc1ccc(OC)c(Nc2cc(-c3ccccc3)nc(N)n2)c1 | -6% | 5% | -90* | -19% | -46% | -12% | -8%
O=C(Nc1ccc(Cl)c(C(F)(F)F)c1)C(=O)N1CCCCC1 | 4% | 3% | 6 | 3% | -16% | ? | -5%
COC(=O)C1=C(N)Oc2cc(C)n(CCc3ccccc3)c(=O)c2C1c1cccnc1 (stereo unspecified) | -6% | 1% | 0 | -15% | 33% | -13% | 1%
COc1ccc2nc(C)cc(N3CCC(C(N)=O)CC3)c2c1 | 5% | -3% | ? | -18% | -7% | 1% | 6%
CN1C(=O)CC(P(=O)(c2ccccc2)c2ccccc2)N(C)C1=O (stereo unspecified) | 9% | -9% | -18 | 7% | -8% | -9% | -3%
CCn1cnc2cc(NS(=O)(=O)c3ccc(OC)c(OC)c3)ccc21 | 2% | 5% | 85 | -4% | -8% | -9% | -1%
CCn1cc(CN2CCCC(C(=O)Nc3cccc(-c4cc5ccccc5[nH]4)c3)C2)cn1 (stereo unspecified) | -7% | 1% | -14 | -3% | 99%[activator] | -2% | 1%
CCOC(=O)C(NC(=O)c1cccc(Cl)c1)(OCc1ccccc1)C(F)(F)F (stereo unspecified) | 5% | 1% | -62* | -10% | -18% | 1% | -2%
NC(=O)c1ccc(NC(=O)CN2CCN(c3ccccc3)CC2)cc1 | -19% | 0% | -22 | 10% | -16% | -10% | 1%
COc1ccc(OC)c(NC(=O)C2(C)CCN2C(=O)C2(c3ccc(Cl)cc3)CCC2)c1 (stereo unspecified) | · | -10% | -16 | ? | · | · | ·
O=C(COC(=O)C1(c2ccccc2F)CCCC1)N1CCOCC1 | -15% | -6% | -17 | -1% | -1% | -17% | 3%
O=[N+]([O-])c1ccc2nonc2c1Nc1cccc(F)c1 | 0% | -4% | -32 | -27% | -21% | 2% | -2%
CCCCN(C)Cc1c(O)ccc2c(-c3ccccc3)cc(=O)oc12 | -9% | 3% | 9 | 23% | -15% | ? | 7%
COc1ccnc(N=CNOCc2ccc(C)cc2)c1C#N | 3% | 5% | 1 | -2% | -16% | 2% | 2%
CCCCOC(=O)c1ccc(NC(=O)COC(=O)CSc2nc(C)cc(C)n2)cc1 | -3% | -11% | 51 | 3% | 64%[activator] | -14% | 4%
C/C(CC(=O)Nc1cccc(Cl)c1Cl)=N\NC(=O)c1ccccc1Br | -5% | -10% | -13 | 99%[activator] | -26% | -5% | 4%
CCOC(=O)C1=C(CS(=O)(=O)c2ccc(C)cc2)NC(=O)NC1c1cc(OC)c(OC)c(OC)c1 (stereo unspecified) | -9% | -1% | 2 | 0% | 8% | -4% | 1%
Cc1ccc(S(=O)(=O)N2CCOC23CCN(C(=O)c2ccc(Cl)cc2Cl)CC3)cc1 | 7.9µM* | -15% | ? | -6% | 74%[activator] | 3% | -1%
O=C(COC(=O)c1cc(=O)[nH]c2ccccc12)NC1CCCC1 | -14% | 2% | -27 | 7% | -18% | ? | -1%
CCOC(=O)c1sc(NC(=O)c2c(C)nn(Cc3ccccc3)c2C)cc1C | -9% | 0% | -36 | -12% | 15% | -1% | 6%
COc1ccc(CNCC(=O)Nc2cc(OC)cc(OC)c2)cc1 | 10% | -14% | -20 | -21% | -1% | -4% | 6%
CCCCn1c(N)c(N(CCOC)C(=O)CN2c3ccccc3CC2C)c(=O)[nH]c1=O (stereo unspecified) | ? | 1% | 21 | 0% | -16%[11.4 µM] | -14% | -1%
Cc1ccc(OCc2cc(C(=O)N3CCc4sccc4C3)no2)cc1C | 0% | -3% | · | -11% | -23% | -6% | -1%

4 structures from above, arranged by length of the SMILES, low to high:
SMILES | Sm TGR inh | Tb PYK inh | HCMV antiviral | AMA1-RON2 inh | AmpC inh no detg | AmpC detergent | LmPK inhibitor
COc1ccc2nc(C)cc(N3CCC(C(N)=O)CC3)c2c1 | 5% | -3% | ? | -18% | -7% | 1% | 6%
NC(=O)c1ccc(NC(=O)CN2CCN(c3ccccc3)CC2)cc1 | -19% | 0% | -22 | 10% | -16% | -10% | 1%
COc1cccc(CNC(=O)CN(C)S(=O)(=O)c2ccc(Br)s2)c1 | -4% | -7% | 13 | 41%[activator] | -18% | ? | -5%
Cc1nc(SCC(=O)NC(C)(C#N)C2CC2)c2c(-c3cccs3)csc2n1 (stereo unspecified) | 0% | -2% | -29 | 16% | -28% | -15% | 0%

Remaining list, next part:
SMILES | Sm TGR inh | Tb PYK inh | HCMV antiviral | AMA1-RON2 inh | AmpC inh no detg | AmpC detergent | LmPK inhibitor
COc1ccccc1-c1cc(C(=O)NC(C)c2ccccc2)no1 (stereo unspecified) | -14% | 2% | -7 | 0% | -19% | 3% | 1%
CCCCn1c(N)c(N(CC)C(=O)COc2ccc(C#N)cc2)c(=O)[nH]c1=O | · | 3% | 40 | -3% | -3% | · | ·
COc1ccc(S(=O)(=O)Nc2cc(C)c(O)cc2C(C)C)cc1 | -17% | -6% | ? | -13% | -46% | 0% | 2%
O=c1[nH]c(=O)n(Cc2ccco2)c2c1C(C(F)(F)F)(C(F)(F)F)N=C(Cc1ccccc1)N2 | -4% | 0% | -5 | 0% | -15% | -7% | -2%
CCOC(=O)c1ccc(NC(=O)C2CC3CCC2C3)cc1 (stereo unspecified) | · | -7% | 1 | 8% | · | · | ·
CCOc1ccc(/C=C/C(=O)Nc2ccc(C(N)=O)cc2)cc1OC | 1% | 8% | -39 | 5% | 18% | -15% | 6%
O=S(=O)(c1ccc(Oc2ccccc2)cc1)N1CCOCC1 | 1% | -6% | -12 | 12% | -7% | 1% | -13%
CCc1cc(C(=O)Cc2ccccn2)c(O)cc1O | -10% | -1% | -25 | 18% | -20% | -12% | -2%
c1ccc(-c2nn3nnnc3c3ccccc23)cc1 | 0% | -3% | -17 | 1% | -10% | 1% | 2%
COc1cccc(-c2nnc(-c3ccco3)o2)c1 | -9% | -26% | 11 | 1% | 3% | -9% | ?
Cc1cc(C)cc(NC(=O)N2CCc3ccccc3C2)c1 | 8% | -6% | 85 | -4% | -31% | ? | 1%
Fc1ccccc1N1CCN(Cc2nc(-c3ccc(Cl)cc3Cl)no2)CC1 | -6% | 1% | 46 | 17% | -15% | ? | 1%
